ATG4B inh: inhibitors of human ATG4B cysteine protease; ATG4B cleavage of LC3-PLA2, NBD-HPC fluorescence, 1 h; inhibition, % at 8.33 µM; actives 0.51% (n = 340,000); in the data active = inhibition above about 40%
Target sequence (Q9Y4P1 whole entry, looked up): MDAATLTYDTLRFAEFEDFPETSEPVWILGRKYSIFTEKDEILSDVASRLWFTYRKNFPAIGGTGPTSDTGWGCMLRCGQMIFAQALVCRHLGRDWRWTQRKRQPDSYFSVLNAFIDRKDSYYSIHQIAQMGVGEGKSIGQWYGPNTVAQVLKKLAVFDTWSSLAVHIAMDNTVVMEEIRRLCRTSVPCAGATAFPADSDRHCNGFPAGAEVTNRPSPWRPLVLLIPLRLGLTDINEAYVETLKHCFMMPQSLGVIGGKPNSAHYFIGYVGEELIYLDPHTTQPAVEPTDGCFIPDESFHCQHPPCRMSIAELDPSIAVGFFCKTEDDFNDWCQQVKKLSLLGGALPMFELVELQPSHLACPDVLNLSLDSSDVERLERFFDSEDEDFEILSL
tim10-1 inh: inhibits growth of tim10-1 mutant yeast. S. cerevisiae tim10-1 ts strain growth, BacTiter-Glo, 24 h. inhibition, % at 20 µM. actives 2.2% (n = 330,000);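 active = inhibition of at least 40%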;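 also: mutant grown at 25 °C; 0% = DMSO wells with yeast and 100% = wells holding no yeast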
hIAP act: increases human intestinal alkaline phosphatase activity. purified human IAP, CDP-Star luminescence, 30 min; active compounds read high; 1 = vehicle-only enzyme, 0 = enzyme-free background. actives 0.16% (n = 330,000). activation factor at 10 µM. P09923;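 active = activation factor of the enzyme at least 2-fold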; also: the source names both 10 and 20 µM as test concentration; values of inactives mirror those of a sister screen read the other way
Target sequence (P09923 whole entry, looked up): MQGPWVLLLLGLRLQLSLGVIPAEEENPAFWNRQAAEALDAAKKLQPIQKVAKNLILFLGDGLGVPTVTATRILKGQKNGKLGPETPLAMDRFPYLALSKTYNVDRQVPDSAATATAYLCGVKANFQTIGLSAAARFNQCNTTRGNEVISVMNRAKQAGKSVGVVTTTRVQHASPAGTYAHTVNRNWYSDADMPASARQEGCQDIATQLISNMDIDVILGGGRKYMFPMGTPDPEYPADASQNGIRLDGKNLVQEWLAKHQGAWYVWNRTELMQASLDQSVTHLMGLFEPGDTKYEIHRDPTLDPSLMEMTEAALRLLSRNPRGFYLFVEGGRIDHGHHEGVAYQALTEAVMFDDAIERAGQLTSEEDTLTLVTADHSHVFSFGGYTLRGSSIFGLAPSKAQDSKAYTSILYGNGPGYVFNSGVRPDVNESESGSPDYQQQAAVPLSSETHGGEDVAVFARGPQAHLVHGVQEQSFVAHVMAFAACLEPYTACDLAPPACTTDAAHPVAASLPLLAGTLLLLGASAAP
mIAP inh: mouse IAP inhibition. inhibition, % at 10 µM. actives 0.2% (n = 330,000). purified mouse IAP, CDP-Star luminescence, 30 min;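 active = inhibition of at least 40% at 10 µM in the primary screen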;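 also: plate controls were DMSO with enzyme for no effect and no enzyme wells for full effect; values of inactives mirror those of a sister screen read the other way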
hIAP block: blocks human intestinal alkaline phosphatase | purified IAP, CDP-Star luminescence, 30 min | P09923 | inhibition, % at 10 µM | actives 0.12% (n = 330,000);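 active = inhibition reaching a set limit with compound at 10 µM in the primary screen, cut at about 35% in these data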;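 also: plate controls were DMSO wells with enzyme for no effect and no-enzyme buffer wells for full effect; values of inactives mirror those of a sister screen read the other way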
mIAP act: mouse IAP activation. muIAP, CDP-Star luminescence, 30 min; active compounds read high; 1 = vehicle-only enzyme signal, 0 = enzyme-free wells. activation factor at 10 µM. actives 0.24% (n = 330,000);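 active = activation factor of at least 2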; also: the source names both 10 and 20 µM as test concentration; values of inactives mirror those of a sister screen read the other way
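Assay system: mouse IAP enzyme / Compound: DMSO-dissolved test compounds / Timing: 30 min, room temperature / Measured by: luminescence from enzymatic CDP-Star hydrolysis / Control set: DMSO-only wells, enzyme-free buffer wells as negative control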
TIM10 inh: inhibits growth of TIM10 yeast strain | S. cerevisiae TIM10 strain growth, BacTiter-Glo luminescence, 24 h | AID 463195 | inhibition, % at 10 µM | actives 1.4% (n = 330,000);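 active = inhibition of 40% or more at the single tested concentration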;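 also: wild-type TIM10 isogenic control strain grown at permissive 25 °C; 0% = DMSO yeast wells and 100% = minimal medium wells without yeast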
NALP3 yeast inh: inhibitors of NALP3 inflammasome in yeast. actives 0.39% (n = 330,000). inhibition, % at 10 µM. Yeast reconstituted NLRP3/ASC/caspase-1, beta-gal luminescence, 24 h;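 active = inhibition of 50% or more; inactive = inhibition below 50%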;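 also: plate controls were induced DMSO wells for no effect and uninduced yeast grown without galactose for full effect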
Apaf-1 inh: human Apaf-1 inhibition; O14727; reconstituted apoptosome caspase-3 activity, DEVD-Rh110 fluorescence; inhibition, % at 20 µM; actives 0.71% (n = 330,000); active = inhibition of at least 40% at 20 µM;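 also: plate controls were DMSO wells for no effect and DEVD-CHO caspase inhibitor wells for full effect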
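Medium: Hepes buffer, pH 7.5 / System: biochemical Apaf-1 apoptosome reconstitution / Measured by: Rh110 fluorescence, excitation 480 nm, emission 540 nm / Times: compound with Apaf-1, dATP, procaspase-3 30 min, then 50 min reaction, room temperature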
Starred values were filed as active, the others as inactive; x = no result given. The order is random, and some 4.5% of all compounds hit somewhere here.

molecule | ATG4B inh | tim10-1 inh | hIAP act | mIAP inh | hIAP block | mIAP act | TIM10 inh | NALP3 yeast inh | Apaf-1 inh
CC(OC(=O)CNC(=O)c1ccccc1)C(=O)Nc1ccc(S(=O)(=O)N2CCOCC2)cc1 (centres undefined) | -9 | 8 | 0.71 | 6 | 29 | 0.94 | -9 | 10 | -1
CNC(=S)Nc1cccc2[nH]ncc12 | -9 | 1 | 1 | 8 | -2 | 0.92 | -7 | 9 | 9
CCn1c(=O)c(=O)n(CC)c2cc(S(=O)(=O)N3CCc4ccccc43)ccc21 | 4 | 21 | 0.87 | -7 | 13 | 1.1 | 15 | 12 | 12
Cc1cccc(C(=O)OC2CCOC2=O)c1C (centres undefined) | -14 | 4 | 1.1 | 10 | -6 | 0.9 | 13 | 13 | -3
COc1ccc(S(=O)(=O)N(n2c(C)nnc2-n2nc(C)cc2C)S(=O)(=O)c2ccc(OC)cc2)cc1 | 11 | 9 | 0.94 | -5 | 6 | 1 | 3 | 3 | -6
COC(=O)c1sc(=S)n(-c2ccccc2)c1N | -3 | -7 | 0.95 | 0 | 5 | 1 | -16 | 19 | -2
CC[C@]12c3[nH]c4cc(CCC(=O)N(C)C)ccc4c3CCN1C(=O)[C@@H](CC(=O)NCCN1CCOCC1)C[C@@H]2C(=O)N1CCN(C(=O)C2CC2)CC1 | -1 | 14 | x | -8 | x | 1.1 | 0 | x | 9
COc1ccc(Cl)cc1N(CC(=O)Nc1ccc2c(c1)OCCO2)S(C)(=O)=O | -10 | 11 | 0.94 | 1 | 6 | 0.99 | 10 | 17 | -4
O=c1[nH]c2ccccc2n1Cc1ccc(Cl)cc1 | -15 | -3 | 0.99 | 3 | 1 | 0.97 | -7 | 30 | 3
Cc1ccc(NC(=O)c2c(C(F)(F)F)nn(C)c2SCc2ccc(Cl)cc2)cc1C | 13 | 18 | 1 | 6 | 0 | 0.94 | 6 | 16 | -1
O=C(c1ccc(S(=O)(=O)N2CCOCC2)cc1)N(Cc1ccco1)Cc1cccs1 | -3 | 11 | 0.88 | 5 | 12 | 0.95 | 18 | -10 | 8
N#C/C(C(=O)N1CCOCC1)=C1/SC(Cc2ccccc2Cl)C(=O)N1c1ccccc1 (centres undefined) | 0 | 30 | 0.98 | -5 | 2 | 1.1 | 3 | 3 | 7
CN1C(=O)/C(=N/OC(=O)c2ccccc2Br)c2ccccc21 | 0 | 27 | 0.94 | -4 | 6 | 1 | 69* | 13 | -10
Cc1ccc(-c2csc(C3=C(O)CN(NC(=O)c4ccc([N+](=O)[O-])cc4)C3=N)n2)cc1 | 16 | 2 | 1.1 | 8 | -9 | 0.92 | -1 | 3 | -17
CC(=O)Nc1ccc(S(=O)(=O)N2CCN(C(=O)CCC3CCCC3)CC2)cc1 | -4 | 22 | 1.1 | -4 | -9 | 1 | -15 | 9 | 6
O=c1[nH]c(C2CCN(S(=O)(=O)c3ccccc3F)CC2)nc2c1nnn2Cc1ccc(OC(F)(F)F)cc1 | 2 | -3 | 1 | 15 | -4 | 0.85 | 10 | 3 | 33
c1ccc(CCC2CCCCN2Cc2cn[nH]c2-c2cc3ccccc3o2)nc1 (centres undefined) | -6 | 3 | 1.4 | 6 | -42 | 0.94 | -21 | -1 | -2
CCOc1ccc(-c2cc(C(=O)N3CCC(C)CC3)c3ccccc3n2)cc1 | 20 | 29 | 1.3 | 6 | -26 | 0.94 | 14 | 11 | 5
COc1ccc2c(c1)CCc1c(C(=O)NCc3ccc(F)cc3)noc1-2 | 1 | 24 | 1.2 | 1 | -19 | 0.99 | 1 | 26 | 18
COc1ccc(Cc2noc(-c3ccccc3)n2)cc1OC | -2 | 14 | 0.93 | 5 | 7 | 0.95 | 11 | 7 | 0
COC1CCCN(C(=O)c2cccc(OC3CCN(S(=O)(=O)N(C)C)CC3)c2)C1 (centres undefined) | -6 | -5 | 1.1 | -2 | -7 | 1 | 7 | 17 | -2
O=C(CCSc1nnnn1-c1ccccc1)N1CCOCC1 | -13 | 2 | 1.1 | 4 | -14 | 0.96 | -12 | -3 | -1
CSCC[C@H](NS(=O)(=O)c1ccc(C)cc1)C(=O)N1CCC(C(=O)N[C@@H](C)C(=O)O)CC1 | -17 | -2 | 1.1 | 7 | -6 | 0.93 | -1 | 6 | -8
CCOc1ccc(C2CC(c3ccc(OC)cc3)n3ncnc3N2)cc1 (centres undefined) | 1 | 22 | 1.1 | 4 | -7 | 0.96 | 1 | 9 | -3
Cc1nn(Cc2ccccc2)c(=O)c2nn(-c3ccc(Cl)cc3)c(C)c12 | -3 | -1 | 0.84 | 3 | 16 | 0.97 | 2 | 19 | 12
O=C(c1ccccc1)N1CC(COc2ccccc2)OC(c2ccco2)O1 (centres undefined) | -8 | 26 | 1 | 0 | -1 | 0.99 | 9 | 25 | 14
Cc1ccc2c(c1)N(C(C)C(=O)NCc1ccccn1)C(=O)CO2 (centres undefined) | -6 | -8 | 1.1 | -14 | -11 | 1.1 | -24 | 3 | -15
CCN(CC)c1nc(Oc2ccc(C(=O)OC)cc2)nc(N2CCOCC2)n1 | -2 | -21 | 1 | -8 | -4 | 1.1 | -37 | 20 | 18
CC1(C)Cc2c(sc(NC(=O)C(=O)N3CCCC3)c2C#N)CO1 | -5 | 41* | 1.1 | 2 | -11 | 0.98 | 15 | 2 | -2
COC(=O)N/N=C/c1cccc(OC(=O)c2ccc3c(c2)OCO3)c1 | -2 | 13 | 0.87 | 0 | 13 | 0.99 | 16 | 29 | 6

Some of these compounds in order of SMILES length, low to high.
molecule | ATG4B inh | tim10-1 inh | hIAP act | mIAP inh | hIAP block | mIAP act | TIM10 inh | NALP3 yeast inh | Apaf-1 inh
CC(=O)Nc1ccc(S(=O)(=O)N2CCN(C(=O)CCC3CCCC3)CC2)cc1 | -4 | 22 | 1.1 | -4 | -9 | 1 | -15 | 9 | 6
Cc1ccc(NC(=O)c2c(C(F)(F)F)nn(C)c2SCc2ccc(Cl)cc2)cc1C | 13 | 18 | 1 | 6 | 0 | 0.94 | 6 | 16 | -1
Cc1ccc(-c2csc(C3=C(O)CN(NC(=O)c4ccc([N+](=O)[O-])cc4)C3=N)n2)cc1 | 16 | 2 | 1.1 | 8 | -9 | 0.92 | -1 | 3 | -17
CSCC[C@H](NS(=O)(=O)c1ccc(C)cc1)C(=O)N1CCC(C(=O)N[C@@H](C)C(=O)O)CC1 | -17 | -2 | 1.1 | 7 | -6 | 0.93 | -1 | 6 | -8

Going on with the list:
molecule | ATG4B inh | tim10-1 inh | hIAP act | mIAP inh | hIAP block | mIAP act | TIM10 inh | NALP3 yeast inh | Apaf-1 inh
O[C@@H]1CN(C2CCCCC2)CC[C@H]1N1CCN(CCc2ccccc2)CC1 | 19 | -35 | 1.1 | -2 | -6 | 1 | -71 | 20 | 0
Cc1cc(C)n2nnnc2n1 | -4 | -7 | 0.88 | 2 | 12 | 0.98 | 7 | 10 | -13
Cc1cc(C)cc(C(=O)n2cnnc2N)c1 | -3 | 16 | 1.2 | 12 | -20 | 0.88 | -1 | 6 | 4
NS(=O)(=O)c1ccc(CCNC(=O)c2ccc(S(=O)(=O)N3CCCCC3)cc2)cc1 | 3 | 15 | 1.3 | -12 | -28 | 1.1 | -3 | 5 | 0
CCOC(=O)/C(C#N)=C/C1=C(N2CCCC2)CC(C)(CC)OC1 (centres undefined) | 1 | 2 | 0.87 | 11 | 13 | 0.89 | -6 | 17 | -9
Cc1cc(-c2ccccc2)nc(N/N=C/c2ccco2)n1 | 26 | 39 | 0.93 | 3 | 7 | 0.97 | 45* | 6 | -7
Cc1ccc(SCc2cc(=O)[nH]c(/N=C(\N)Nc3ccccc3Sc3ccccc3)n2)cc1 | 6 | 19 | 1.1 | -11 | -10 | 1.1 | 10 | 1 | 1
COc1cc(OC)c(OC)cc1CNC(=O)c1cc(=O)[nH]c2ccccc12 | 3 | 14 | 1.1 | -8 | -6 | 1.1 | -8 | 13 | 2
CC(=O)c1c(COC(=O)c2ccccc2Cl)nc2ccccc2[n+]1[O-] | -12 | 32 | 0.94 | 4 | 6 | 0.96 | 29 | -28 | -2
COc1ccc(NC(=O)COC(=O)Cn2c(C)nc3ccccc32)cc1OC | 4 | 4 | 0.9 | 0 | 10 | 1 | 6 | 10 | -3
CCCc1nnc(SCC(=O)N2CCCCC2)n1CC1CCCO1 (centres undefined) | -17 | -1 | 0.95 | -5 | 4 | 1 | 2 | 13 | 5
CC(C)(C)P(=O)(CO)c1ccccc1 (centres undefined) | -4 | 11 | 1.1 | 3 | -5 | 0.97 | -2 | -2 | -14
Cc1cc(C)cc(NC(=S)NCc2cccn2C)c1 | -7 | 37 | 0.87 | -4 | 13 | 1 | -11 | 13 | -6
CC(=O)Nc1ccc(Nc2nc3c(S(=O)(=O)c4ccc(C)c(C)c4)nnn3c3ccccc23)cc1 | -17 | 12 | 1 | 7 | -4 | 0.93 | 3 | -7 | 9
COc1ccc(-c2cc(C(F)F)n3ncc(C(=O)N4CCCCC4)c3n2)cc1 | -23 | 8 | 0.99 | 11 | 1 | 0.89 | 13 | 14 | 17
CC1=C(C)CC(C(=O)NNC(=O)c2csc3c2CCC(C(C)(C)C)C3)C(C(=O)O)C1 (centres undefined) | 11 | 22 | 1 | -6 | -5 | 1.1 | 6 | 10 | 25
COc1ccc(C2/C(=C(/O)c3ccccc3)C(=O)C(=O)N2C)c(OC)c1 (centres undefined) | -6 | 3 | 1.2 | 3 | -16 | 0.97 | -11 | 5 | 2
CC(C)CCNC(=O)Cn1c(=O)oc2cc(S(=O)(=O)N3CC(C)CC(C)C3)ccc21 (centres undefined) | -3 | 10 | 0.96 | -6 | 4 | 1.1 | -26 | 8 | 5
Cc1noc(C)c1CN1C(=O)NC(Cc2ccccc2)(Cc2ccccc2)C1=O | 4 | 11 | 0.91 | -13 | 9 | 1.1 | 15 | 22 | 2
CCN(CC)CCN(Cc1cc2ccc(C)cc2[nH]c1=O)C(=S)Nc1ccccc1C(=O)OC | -1 | 21 | 1.1 | -5 | -14 | 1.1 | -2 | 14 | 6
COc1cc(Cl)c(C)cc1NC(=O)COC(=O)c1cc(SC)ccc1Cl | 4 | 8 | 0.86 | 8 | 14 | 0.92 | 8 | 5 | -7
O=C(COC(=O)c1ccccc1C(=O)N1CCN(c2ccccc2)CC1)Nc1ccccc1 | -16 | 22 | 0.87 | -6 | 13 | 1.1 | 11 | 11 | 2
O=C(Nc1cc(C2CC2)nn1-c1ccccc1)c1ccc(F)cc1 | -10 | 17 | 0.85 | -6 | 15 | 1.1 | 12 | 21 | 3
CC(Sc1nnc(-c2ccco2)o1)C(=O)Nc1ccc(OC(F)F)cc1 (centres undefined) | -11 | -9 | 1.1 | 51* | -10 | 0.49 | 9 | 3 | 4
CN(CC(=O)Nc1ccc(N2CCOCC2)cc1)CC(=O)Nc1ccccc1[N+](=O)[O-] | 4 | 16 | 1.4 | -22 | -35 | 1.2 | -6 | 9 | -5
Cc1c(N=Cc2ccco2)c(=O)n(-c2ccccc2)n1C | 5 | 9 | 1.1 | -1 | -15 | 1 | -5 | 14 | -4
CN(C)C(CNS(=O)(=O)c1ccc2ccccc2c1)c1ccccc1 (centres undefined) | -5 | 33 | 1.1 | 9 | -9 | 0.91 | 7 | 3 | -8
Cc1ccc(C(=O)OCC(=O)NC(C)c2ccccc2)s1 (centres undefined) | -2 | 9 | 0.96 | -6 | 4 | 1.1 | -1 | 16 | 1
